# Compound activity as filed in PubChem.
# Pf apPOL inh – Pf-apPOL DNA polymerase inhibition | Recombinant Pf-apPOL, molecular beacon fluorescence, 1.5 h | inhibition, % at 10 µM | hit rate 0.25% among 210,000 | AID 1794808
# mHTT CaM bind – inhibitors of human mutant huntingtin-calmodulin interaction; P42858; AlphaScreen His-mHTT/GST-CaM binding, luminescence; inhibition, % at 15 µM; hit rate 3.6% among 190,000;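 note: 0% = both proteins with DMSO and 100% = one protein alone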
# Target sequence (P42858 whole entry, looked up, stated change not applied): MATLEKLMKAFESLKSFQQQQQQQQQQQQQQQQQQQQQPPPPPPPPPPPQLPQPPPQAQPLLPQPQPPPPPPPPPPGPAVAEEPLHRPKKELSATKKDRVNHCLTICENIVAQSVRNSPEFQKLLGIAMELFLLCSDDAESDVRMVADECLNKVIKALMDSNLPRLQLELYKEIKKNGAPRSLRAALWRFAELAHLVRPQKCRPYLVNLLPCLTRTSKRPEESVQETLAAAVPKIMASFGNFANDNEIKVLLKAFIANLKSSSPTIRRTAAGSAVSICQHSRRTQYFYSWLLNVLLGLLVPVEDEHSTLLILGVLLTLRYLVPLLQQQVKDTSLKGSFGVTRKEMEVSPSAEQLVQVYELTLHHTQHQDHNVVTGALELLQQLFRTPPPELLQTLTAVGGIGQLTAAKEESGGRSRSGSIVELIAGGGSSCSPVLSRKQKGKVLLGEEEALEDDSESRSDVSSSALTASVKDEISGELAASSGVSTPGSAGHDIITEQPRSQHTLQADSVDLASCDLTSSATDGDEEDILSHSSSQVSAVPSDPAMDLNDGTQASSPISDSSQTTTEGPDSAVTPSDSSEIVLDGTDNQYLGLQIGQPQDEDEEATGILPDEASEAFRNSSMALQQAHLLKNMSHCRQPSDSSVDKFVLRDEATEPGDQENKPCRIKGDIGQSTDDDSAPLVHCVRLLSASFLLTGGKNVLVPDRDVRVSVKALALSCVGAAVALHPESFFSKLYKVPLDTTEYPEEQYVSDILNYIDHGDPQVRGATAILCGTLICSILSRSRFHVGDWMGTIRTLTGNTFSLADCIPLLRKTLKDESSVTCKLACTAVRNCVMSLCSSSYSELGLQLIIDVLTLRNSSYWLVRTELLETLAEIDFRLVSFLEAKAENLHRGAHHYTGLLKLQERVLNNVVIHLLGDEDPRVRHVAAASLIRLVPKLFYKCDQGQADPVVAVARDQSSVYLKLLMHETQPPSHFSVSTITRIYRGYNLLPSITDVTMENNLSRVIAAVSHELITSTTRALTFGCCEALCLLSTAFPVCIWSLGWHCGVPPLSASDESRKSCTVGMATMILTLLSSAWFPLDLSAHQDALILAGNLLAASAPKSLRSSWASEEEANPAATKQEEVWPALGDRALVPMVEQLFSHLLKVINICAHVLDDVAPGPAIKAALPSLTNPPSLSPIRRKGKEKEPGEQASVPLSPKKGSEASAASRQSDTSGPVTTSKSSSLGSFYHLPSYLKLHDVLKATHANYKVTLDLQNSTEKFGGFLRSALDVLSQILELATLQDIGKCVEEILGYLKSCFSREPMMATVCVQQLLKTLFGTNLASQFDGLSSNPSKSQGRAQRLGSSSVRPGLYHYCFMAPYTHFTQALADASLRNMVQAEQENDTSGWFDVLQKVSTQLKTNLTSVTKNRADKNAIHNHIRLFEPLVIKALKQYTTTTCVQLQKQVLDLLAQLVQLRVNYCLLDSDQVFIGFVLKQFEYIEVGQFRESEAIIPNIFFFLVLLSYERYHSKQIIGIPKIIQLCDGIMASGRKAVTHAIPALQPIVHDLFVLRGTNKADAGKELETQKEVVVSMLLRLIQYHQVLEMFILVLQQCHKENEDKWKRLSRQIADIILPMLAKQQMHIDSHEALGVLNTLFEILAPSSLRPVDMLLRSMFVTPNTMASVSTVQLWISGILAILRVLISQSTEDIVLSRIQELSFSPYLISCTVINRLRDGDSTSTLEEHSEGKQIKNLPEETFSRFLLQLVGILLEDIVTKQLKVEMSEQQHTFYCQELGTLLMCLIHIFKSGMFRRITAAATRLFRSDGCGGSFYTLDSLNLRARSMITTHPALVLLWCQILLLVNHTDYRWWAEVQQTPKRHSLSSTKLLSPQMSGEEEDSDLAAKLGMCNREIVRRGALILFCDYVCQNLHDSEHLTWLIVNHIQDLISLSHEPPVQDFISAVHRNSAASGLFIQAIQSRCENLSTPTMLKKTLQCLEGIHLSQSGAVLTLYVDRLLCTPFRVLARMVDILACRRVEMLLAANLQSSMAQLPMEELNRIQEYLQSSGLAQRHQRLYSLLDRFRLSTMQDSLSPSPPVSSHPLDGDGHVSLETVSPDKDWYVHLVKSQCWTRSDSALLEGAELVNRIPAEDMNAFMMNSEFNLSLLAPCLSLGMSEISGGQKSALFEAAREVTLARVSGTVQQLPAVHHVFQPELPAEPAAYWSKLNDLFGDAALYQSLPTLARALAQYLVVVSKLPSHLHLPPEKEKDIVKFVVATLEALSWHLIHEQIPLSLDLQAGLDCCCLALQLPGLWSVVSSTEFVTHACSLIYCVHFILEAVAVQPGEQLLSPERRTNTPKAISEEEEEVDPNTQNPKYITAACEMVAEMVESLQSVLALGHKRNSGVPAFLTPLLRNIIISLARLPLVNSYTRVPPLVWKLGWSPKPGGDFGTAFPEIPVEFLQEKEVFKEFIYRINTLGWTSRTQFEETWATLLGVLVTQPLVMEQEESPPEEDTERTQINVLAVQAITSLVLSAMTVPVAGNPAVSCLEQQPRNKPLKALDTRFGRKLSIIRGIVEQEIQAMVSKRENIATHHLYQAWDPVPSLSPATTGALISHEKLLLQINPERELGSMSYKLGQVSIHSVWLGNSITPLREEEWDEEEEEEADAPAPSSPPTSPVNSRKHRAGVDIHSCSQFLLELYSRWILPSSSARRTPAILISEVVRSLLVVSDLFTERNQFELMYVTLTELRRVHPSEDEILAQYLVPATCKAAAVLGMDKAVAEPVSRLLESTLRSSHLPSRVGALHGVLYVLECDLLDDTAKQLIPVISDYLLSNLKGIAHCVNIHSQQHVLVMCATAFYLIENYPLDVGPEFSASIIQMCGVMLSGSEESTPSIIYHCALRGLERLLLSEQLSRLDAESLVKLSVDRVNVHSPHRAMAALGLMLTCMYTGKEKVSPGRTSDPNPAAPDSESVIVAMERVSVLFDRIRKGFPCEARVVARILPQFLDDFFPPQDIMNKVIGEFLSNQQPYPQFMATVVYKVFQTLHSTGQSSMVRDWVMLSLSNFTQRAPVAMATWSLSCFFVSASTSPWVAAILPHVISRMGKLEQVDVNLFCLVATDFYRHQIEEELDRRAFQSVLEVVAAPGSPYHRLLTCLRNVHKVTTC
# * marks the source's active call; other numbers are inactive results; nt = no result given; & = joins results of further samples. Cut-off read from the data, not from the text of the source: active = inhibition above about 50%; inactive = the rest. Not all compounds are listed. The share of hits here may be higher or lower than overall.
SMILES,Pf apPOL inh,mHTT CaM bind
COCCc1noc(COC2CCCN(C(=O)c3cccs3)C2)n1 (configuration not stated),0,-14
COc1cccc(C(=O)Nc2ccccc2NC(=O)c2cccc(OC)c2)c1,-4,-5
N#Cc1ccc(N=c2oc3ccc(Br)cc3cc2C(N)=O)cc1,-2,-1
O=C(NC1CC(O)C(CO)C1)C1CCCC1 (configuration not stated),0,-3
COc1cccc(C2C(C(=O)Nc3ccccc3F)=C(C)NC3=C2C(=O)CCC3)c1 (configuration not stated),6,-6
CN(CC(=O)NCC1CCCO1)S(=O)(=O)c1ccc(Br)cc1 (configuration not stated),3,-1
CC(=O)Nc1c(C)cc(C(C)(C)c2cc(C)c(NC(C)=O)c(C)c2)cc1C,-4,2
COc1cccc(N(C(C)=O)C2C=CS(=O)(=O)C2)c1 (configuration not stated),-6&-4,10&-5
CCCCC(=O)NC(c1ccc(N(CC)CC)cc1)c1ccc2cccnc2c1O (configuration not stated),-13,98*
COc1ccc(S(=O)(=O)N2CCCCCC2)cc1,-2,-10
COc1ccccc1N1CCN(CC(O)COC23CC4CC(CC(C4)C2)C3)CC1 (configuration not stated),-8,10
Cc1ccc(C2=CC(c3ccc(Cl)cc3)n3ncnc3N2)cc1 (configuration not stated),-3,3
Cc1ccc(C(O)=C2C(=O)C(=O)N(c3ccccn3)C2c2ccccc2[N+](=O)[O-])cc1 (configuration not stated),-8,4
O=C(C1CC1)N1CCCC(c2nc(-c3ccccc3)n[nH]2)C1 (configuration not stated),8,3
CC(=O)N1CCc2sc(S(=O)(=O)Nc3cc(Cl)ccc3C)cc2C1,-5,5
O=C(NCCCN1CCCC1=O)C1CCCN(c2cnn(Cc3ccccc3)c(=O)c2)C1 (configuration not stated),-2,0
Cc1ccccc1CS(=O)(=O)Cc1ccc(C(=O)N2CCOCC2)o1,-7,-1
CCOc1cccc(C2CC(c3ccc(OC)cc3)=NC3(CCN(CC)CC3)N2)c1O (configuration not stated),8,14
O=C(C1c2ccccc2CC(=O)N1Cc1ccccc1)N1CCC(N2CCCCC2)CC1 (configuration not stated),2,5
COc1ccc(Cl)cc1NC(=O)CN1CCc2ccccc2C1C(=O)N1CCCCC1 (configuration not stated),-4,64*
Cc1cc(NC(=O)CCCS(=O)(=O)c2ccc(Cl)cc2)n(C)n1,-2,-2
O[C@@H]1C[C@H](c2ccc(Cl)cc2)N(CC2CCCCC2)C[C@H]1n1cc(C2CC2)nn1,1,-11
Cc1oc(C2CCN(C(=O)COc3ccccc3)CC2)nc1C(=O)N1CCCC1,-5,-1
COc1ccccc1NC(=O)/C(=C/c1ccco1)NC(=O)c1cccs1,-2,25
CC1CCCN(CN2C(=O)C3(OCC(CO)([N+](=O)[O-])CO3)c3ccccc32)C1 (configuration not stated),-7,-6
CC1(C)OC2OC(C(=O)NCC(=O)Nc3ccccc3)C3OC(C)(C)OC3C2O1 (configuration not stated),-6,-1
COC(=O)Oc1c(Cl)cc2oc(=O)sc2c1[N+](=O)[O-],9,81*
Cn1nc(COc2ccccc2)c2c1CCN(C(=O)Nc1cccc(Cl)c1F)C2,0,30
Cc1ccccc1N(C)S(=O)(=O)c1ccc2[nH]cc(C(=O)N3CCCCCC3)c(=O)c2c1,-9,19
O=C(Nc1cc(-c2ccccc2)nn1CCO)c1ccsc1,-10,-16
O=C1C2C3C=CC(C2C(=O)N1Cc1ccco1)C1C2C(=O)N(Cc4ccco4)C(=O)C2C31 (configuration not stated),-5,-2
CC1CCn2c(nc3cc(C(=O)NC4CCCCC4)ccc32)C1 (configuration not stated),5,-2
CCOc1cc(CN2CCCC2c2cc(C)no2)ccc1O (configuration not stated),0,13
COc1ccc(C(=O)Oc2ccc3c(=O)c(-c4ccccc4OC)coc3c2)cc1,0,-1
C=CCN1[C@H](COCc2ccccc2)C=CS1(=O)=O,-5,-9
CCOC(=O)c1cnn(-c2nc(-c3ccc(Cl)cc3)cs2)c1C(F)(F)F,-4,nt
CC(=O)N1CCc2cc(Br)cc(S(=O)(=O)N3CCCCC3)c21,1,-1
CC(=O)N1CCCc2cc(S(=O)(=O)NCc3ccc(OC(C)C)cc3)ccc21,-3,-1
O=C(CSc1nc2c(c(=O)n1-c1ccccc1)SCC2)Nc1ccccc1,-4,7
CCCNC(=O)C1CCN(Cc2cn(C)c3ccc(Cl)cc23)CC1,0,-7
COc1ccccc1NC(=O)NCC1CCN(Cc2ccccc2)CC1,-4,-10
O=C(COc1ccccc1Cl)NCCCn1nc(-c2ccc(F)cc2)ccc1=O,-15,4
Cn1c(-c2ccccc2)nn(CCNC(=O)Cc2ccccc2)c1=O,-6,-12
O=C(c1cc2ccccc2[nH]1)N1CCCC(c2nnc(C(F)(F)F)o2)C1 (configuration not stated),-3,-14
CC1C(=O)N(c2cccc3ccccc23)CCN1C(=O)c1ccc(F)cc1 (configuration not stated),-6,-5
COc1ccc(C2SCCN2S(=O)(=O)c2cccc(C)c2)cc1[N+](=O)[O-] (configuration not stated),2,8
O=C(c1cnn2c(C(F)F)cc(C3CC3)nc12)N1CCCC1c1ccc(Cl)cc1 (configuration not stated),-5,2
C=CCn1c(=N)c(C(=O)NC(C)c2ccccc2)cc2c(=O)n3ccccc3nc21 (configuration not stated),4,10
COc1ccccc1-c1nnc(SCC(=O)NNC(=S)Nc2ccc(C)c(C)c2)n1-c1ccccc1,-337,nt
O=C1c2ccc(Cl)c([N+](=O)[O-])c2C(=O)c2cccc([N+](=O)[O-])c21,-4,8
# Continuation:
SMILES,Pf apPOL inh,mHTT CaM bind
O=C(NCCN1CCOCC1)c1nn2c(c1Cl)NC(c1cccs1)CC2C(F)(F)F (configuration not stated),-6,2
Nc1nnc(-c2ccccc2F)s1,-8,-6
Oc1c(C(Nc2ccc(F)cc2)c2ccncc2)ccc2cccnc12 (configuration not stated),-3,100*
NC(=S)NC1OC(CO)C(O)C(O)C1O (configuration not stated),2,nt
CCn1c(C2CCN(Cc3ccc(OC(C)C)cc3)C2)nc2cccnc21 (configuration not stated),-5,12
O=C(CN(C1CCCCC1)S(=O)(=O)c1ccc(F)cc1)NCc1cccnc1,-4,-8
NNS(=O)(=O)c1cccc2cccnc12,5,-9
Cc1nc(-c2cccc(OCc3ccccc3C)c2)no1,-4,-41
CCCNC(=O)C(=O)NCc1ccc2c(c1)OCO2,-5,-4
COc1ccc(C(=O)Nc2cc(Cl)ccc2OC)c(OC)c1,-6,-8
Cc1noc(C2CN(C(=O)CCCc3ccccc3)CC23CCOCC3)n1 (configuration not stated),0,-13
O=S(=O)(c1ccc(F)cc1F)N1CCC(c2noc(-c3ccc(Cl)cc3)n2)CC1,-8,-6
O=C(CCS(=O)(=O)Cc1ccccc1F)NCc1ccco1,-13,-3
O=C(c1cccnc1)N1CCC(COc2ccccc2C(=O)N2CCCC2)CC1,4,2
C=CCc1cccc(C=Nc2cc(Br)ccc2O)c1O,6,4
COc1ccc(Br)cc1CCC(=O)O,0,5
c1ccc(CCNc2ccc(-c3nc(-c4ccccc4)no3)cn2)cc1,1,-3
CC(=O)N(CN1C(=O)c2cccc([N+](=O)[O-])c2C1=O)c1cc(Cl)ccc1Cl,-1,3
O=S(=O)(CCN1C=CC(C(F)(F)F)=NCC1)c1ccc(Cl)cc1Cl,-2,nt
CCc1noc(COC2CCCN(C(=O)NCc3ccco3)C2)n1 (configuration not stated),-2,-12
CSc1nc2c(c(=O)[nH]1)C(c1ccc(Br)cc1)c1c(nc(SC)[nH]c1=O)O2,-4,3
O=C(NC1CC1)C1CC(c2ccc(F)cc2)=NO1 (configuration not stated),-4,-7
O=C(Nc1nc2ccccc2n1CCN1CCCC1)c1ccc(Cl)cc1,5,6
CCOc1cccc(OCCCOc2ccc(C=O)cc2)c1,0,-73
COc1ccc(N/C(=C(\C(Cl)=C(Cl)Cl)[N+](=O)[O-])n2nnc3ccccc32)cc1,2,21
CSC(=Nc1ccc(C(C)C)cc1)NC#N,-5,nt
O=C(Nc1nc2ccccc2s1)c1ccc(S(=O)(=O)N2CCc3ccccc32)cc1,-3,-16
CC(C)(C)NC(=O)N1CCC(n2c(C3CCCC3)nc3cccnc32)C1 (configuration not stated),3,6
CCn1ccc2oc(C)c(C(=O)N3CCN(c4cc(C)ccc4C)CC3)c2c1=O,-2,85*
Cc1cc(C)c2c(CN(C)Cc3ccccc3)cc(=O)oc2c1,-1,8
COc1ccc2oc(=Nc3ccc(-c4ccccc4)cc3)c(C(N)=O)cc2c1,-5,5
O=C(O)c1cc2nc(-c3cccs3)cc(C(F)(F)F)n2n1,-8,23
CC(NC(=O)c1ccc(F)cc1)C(=O)NC1=NCCS1 (configuration not stated),4,3
O=[N+]([O-])c1ccc(-c2csc(Nc3cc(C(F)(F)F)cc(C(F)(F)F)c3)n2)cc1,-7,nt
C=CCn1cnc2c1c(=O)n(CCC)c(=O)n2-c1ccc(C)cc1,0,-3
COCCNc1oc(-c2ccc([N+](=O)[O-])cc2)nc1C#N,-8,-17
O=C(Nc1cccc(F)c1)N1CCC(N2CCN(Cc3ccc(F)cc3)C2=O)CC1,0,13
O=C(c1ccc(F)cc1)N1CCC(Cc2ccccc2)CC1,1,-12
COc1ccc(CN2CC(C(=O)NC3CCCC3)CC2=O)cc1 (configuration not stated),7,-13
Cc1ccc(NC(=O)Nc2ccc(OCc3ccccc3)cc2)cc1NS(C)(=O)=O,0,nt

# Given with bars between the fields: entries from further up
canonical_smiles | Pf apPOL inh | mHTT CaM bind
O=C(O)c1cc2nc(-c3cccs3)cc(C(F)(F)F)n2n1 | -8 | 23
CC(NC(=O)c1ccc(F)cc1)C(=O)NC1=NCCS1 (configuration not stated) | 4 | 3
O=[N+]([O-])c1ccc(-c2csc(Nc3cc(C(F)(F)F)cc(C(F)(F)F)c3)n2)cc1 | -7 | nt
C=CCn1cnc2c1c(=O)n(CCC)c(=O)n2-c1ccc(C)cc1 | 0 | -3
COCCNc1oc(-c2ccc([N+](=O)[O-])cc2)nc1C#N | -8 | -17

# (further entries)
SMILES,Pf apPOL inh,mHTT CaM bind
COc1ccc(-n2ccn3cc(-c4cccs4)nc3c2=O)cc1Cl,-1,5
COc1ccc(-n2nc3c(c2NC(=O)c2ccc(C)c(C)c2)CSC3)cc1,-2,39
CCCCN1C(=O)C(C)(C(=O)Nc2ccc(CC)cc2)Oc2cccnc21 (configuration not stated),0,-33
COc1cc(OC)cc(C2=N/C(=C/c3cc(OC)c(OC)cc3OC)C(=O)O2)c1,0,29
COc1ccc(/C=C2\SC(=O)N(CNc3ccccc3Br)C2=O)cc1,-2,24
CC(NC(=O)CN(C)C)C12CC3CC(CC(C3)C1)C2 (configuration not stated),-1,-3
COc1ccc(N2CCN(C(=O)C3Oc4ccccc4NC3=O)CC2)cc1 (configuration not stated),-4,39
O=C(NCc1ccccc1)C1CCCN(c2nccnc2Sc2ccccc2)C1 (configuration not stated),1,0
CCC1=NS(=O)(=O)c2cc(NC(=O)C3CC3)ccc2N1c1ccc(F)cc1,-3,14
N#CC1=C(N)C(C#N)(C#N)C2(CCCC2)C2CCC=C12 (configuration not stated),0&-9,nt
CC1CN(S(=O)(=O)c2ccc(C(=O)Nc3nnc(-c4ccno4)o3)cc2)CC(C)O1 (configuration not stated),19,42
O=C(NCC1CC1)C1C2C3C4CC5C3C5C4C12 (configuration not stated),-6,-2
O=C(Nc1cc(Cl)ccc1Cl)c1cc(S(=O)(=O)NC2CCCC2)ccc1F,-6,-2
CCN(Cc1ccccc1)S(=O)(=O)c1ccc(Cl)cc1,-4,-74
CCCCNC(=O)c1cn(CC(C)C)c(=O)c2c1c1ccccc1n2C,-5,-9
O=C1/C(=C/c2cccnc2)CN(Cc2ccccc2)C/C1=C\c1cccnc1,-6,14
CN1/C(=C\C=Nc2cccc(C(=O)O)c2)C(C)(C)c2ccccc21,5,9
CC(=O)c1cccc(NC(=O)Cn2cnc3c2c(=O)n(C)c(=O)n3C)c1,0,0
CC1Cc2ccccc2N1S(=O)(=O)c1ccc2nc(-c3ccccc3)[nH]c2c1 (configuration not stated),-3,13
O=C(NC1CC2CC1CN2C(=O)c1ccc(Cl)s1)c1cccnc1 (configuration not stated),-8,4

# Ordered by length of the SMILES (lowest first): part of the list above
SMILES,Pf apPOL inh,mHTT CaM bind
O=C(NC1CC2CC1CN2C(=O)c1ccc(Cl)s1)c1cccnc1 (configuration not stated),-8,4
CCCCNC(=O)c1cn(CC(C)C)c(=O)c2c1c1ccccc1n2C,-5,-9
O=C(Nc1cc(Cl)ccc1Cl)c1cc(S(=O)(=O)NC2CCCC2)ccc1F,-6,-2

# Exported with two lines to a compound: 4 of the compounds above
# Values in the order – Pf apPOL inh, mHTT CaM bind
> O=C(Nc1cc(Cl)ccc1Cl)c1cc(S(=O)(=O)NC2CCCC2)ccc1F
  -6, -2
> CC(=O)c1cccc(NC(=O)Cn2cnc3c2c(=O)n(C)c(=O)n3C)c1
  0, 0
> O=C1/C(=C/c2cccnc2)CN(Cc2ccccc2)C/C1=C\c1cccnc1
  -6, 14
> O=C(NCC1CC1)C1C2C3C4CC5C3C5C4C12 (configuration not stated)
  -6, -2

# Other structures.
SMILES,Pf apPOL inh,mHTT CaM bind
O=C(NC1CCCC1)c1cc2cn(C3CC3)cc2s1,-6,10
O=C(CSc1nc2ccccc2nc1SCC(=O)N1CCCCC1)N1CCCCC1,-6,3
Cn1c2c(c(=O)n(C)c1=O)C(c1ccc([N+](=O)[O-])cc1)Nc1ccccc1O2 (configuration not stated),-3,5
CCOc1ncccc1CNC(=O)c1ccnn1C,-6,-5
Cc1ccc(C(=O)N2CCc3sc(C(=O)NC(C)C)cc3C2)cc1,2,-10
COc1ccc(/C=C(\C#N)c2ccc(Cl)cc2)cc1,-3,-122
COc1ccc(-c2c(C)oc3cc(OC(=O)c4ccc5c(c4)OCO5)ccc3c2=O)cc1OC,-2,0
CC(C)c1nnc2ccc(NC(=O)Nc3ccccc3)cn12,4,-4
COC(=O)c1ccc2nc(NC(=O)c3cc(C)oc3C)sc2c1,1,-15
CCc1nc(C)c(C#N)c2cc(OC)c(OC)cc12,-7,1
CC(=O)COc1ccc2c(c1)OC(=Cc1ccc(C)cc1)C2=O,-2,5
Cc1ccc(C(=O)Nc2ccncc2)c(Cl)c1,6,-1
